Screening data as filed in PubChem BioAssay.
MPTP block – blocks calcium-induced mitochondrial swelling; isolated mouse mitochondria, Ca2+ swelling absorbance, 30 min; inhibition, % at 10 µM; 1.4% of 360,000 active; AID 602449;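 active means inhibition of 50% or more, scaled per plate between neutral and stimulator controls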;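 further: 0% = DMSO wells given calcium and 100% = 1 mM EGTA wells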
MIN6 prolif – MIN6 beta-cell proliferation induction; 0.29% of 330,000 active; MIN6 cells proliferation, ATPlite luminescence, 48 h; cells starved in 0.2% serum; 100% = growth in 10% serum; proliferation, % at 10 µM;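 active means compounds whose signal lies at least 3.5 SD above the mean of all wells on their plate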;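 further: 0% = DMSO-treated cells in low-serum medium and 100% = 10% serum control; some compounds called inactive have numbers as strong as hits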
A3G deaminase – APOBEC3G (human) deaminase inhibition; recombinant A3G, ssDNA deamination FAM/TAMRA fluorescence; AID 493012; inhibition, % at 20 µM; 0.28% of 330,000 active; Q9HC16;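 active means inhibition of at least 40% at 20 µM, with no more than 30% in the related APOBEC3A deaminase screen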;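 further: plate controls were DMSO wells with A3G for no effect and wells lacking A3G enzyme for full effect; some compounds called inactive have numbers as strong as hits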
NR3A LBD binder – modulators (binders) of human NR3A ligand-binding domain; NR3A LBD differential scanning fluorimetry, Tm shift; 0% = protein alone, 100% = glycine-bound protein; Tm shift relative to glycine control, % at 25 µM; 2.5% of 340,000 active; AID 1259313;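 active means melting temperature shift of at least 10% of the positive control shift, at one fixed dose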
hIAP inh – blocks human intestinal alkaline phosphatase; P09923; purified IAP, CDP-Star luminescence, 30 min; inhibition, % at 10 µM; 0.12% of 330,000 active;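 active means inhibition reaching a set limit with compound at 10 µM in the primary screen, cut at about 35% in these data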;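 further: plate controls were DMSO wells with enzyme for no effect and no-enzyme buffer wells for full effect; values of inactives mirror those of a sister screen read the other way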
Target sequence (P09923 whole entry, looked up): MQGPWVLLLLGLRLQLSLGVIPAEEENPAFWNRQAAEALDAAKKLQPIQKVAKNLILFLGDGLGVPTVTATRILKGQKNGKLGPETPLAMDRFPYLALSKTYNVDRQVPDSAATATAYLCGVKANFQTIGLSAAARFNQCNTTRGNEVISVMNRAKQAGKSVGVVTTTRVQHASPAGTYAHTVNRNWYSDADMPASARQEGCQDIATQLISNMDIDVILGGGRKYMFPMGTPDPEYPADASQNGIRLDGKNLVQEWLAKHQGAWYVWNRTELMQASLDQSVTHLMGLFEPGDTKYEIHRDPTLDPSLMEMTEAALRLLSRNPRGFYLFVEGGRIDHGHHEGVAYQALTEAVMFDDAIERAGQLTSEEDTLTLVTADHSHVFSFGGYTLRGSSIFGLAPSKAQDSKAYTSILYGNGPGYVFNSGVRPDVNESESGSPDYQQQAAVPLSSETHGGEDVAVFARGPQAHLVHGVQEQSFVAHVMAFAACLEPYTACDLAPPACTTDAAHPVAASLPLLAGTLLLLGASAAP
mIAP activ – increases mouse intestinal alkaline phosphatase activity; AID 2805; muIAP, CDP-Star luminescence, 30 min; hits give high values; 1 = vehicle-only enzyme signal, 0 = enzyme-free wells; 0.24% of 330,000 active; activation factor at 10 µM;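 active means activation factor of at least 2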; further: the source names both 10 and 20 µM as test concentration; values of inactives mirror those of a sister screen read the other way
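also added = chemiluminescent substrate CDP-Star | test system = mouse IAP enzyme | signal = chemiluminescence readout | compound = DMSO-dissolved test compounds | incubation = 30 min at room temperature | benchmarks = DMSO wells, no-enzyme wells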
mIAP inh – blocks mouse intestinal alkaline phosphatase; purified mouse IAP, CDP-Star luminescence, 30 min; inhibition, % at 10 µM; 0.2% of 330,000 active; AID 2806;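 active means inhibition of at least 40% at 10 µM in the primary screen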;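 further: plate controls were DMSO with enzyme for no effect and no enzyme wells for full effect; values of inactives mirror those of a sister screen read the other way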
A3A deaminase – blocks human APOBEC3A ssDNA deamination; P31941; recombinant A3A, FAM/TAMRA ssDNA deamination fluorescence; inhibition, % at 20 µM; 0.41% of 330,000 active;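 active means at least 40% inhibition at 20 µM here, with at most 30% in a related deaminase screen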;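 further: plate controls were A3A with DMSO for no effect and wells lacking A3A enzyme for full effect; some results filed as inactive read as strong as hits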
Target sequence (P31941 whole entry, looked up): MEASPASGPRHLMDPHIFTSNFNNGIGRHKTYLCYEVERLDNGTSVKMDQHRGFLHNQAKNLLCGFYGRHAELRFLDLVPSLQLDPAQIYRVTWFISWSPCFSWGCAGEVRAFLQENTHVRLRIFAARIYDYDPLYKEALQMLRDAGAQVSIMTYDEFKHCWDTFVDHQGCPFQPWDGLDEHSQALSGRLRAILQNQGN
hIAP activ – human IAP activation; AID 2524; 0.16% of 330,000 active; purified human IAP, CDP-Star luminescence, 30 min; hits give high values; 1 = vehicle-only enzyme, 0 = enzyme-free background; activation factor at 10 µM;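 active means activation factor of the enzyme at least 2-fold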; further: the source names both 10 and 20 µM as test concentration; values of inactives mirror those of a sister screen read the other way
* hit, by the source's call.

How did CCOc1ccc2[nH]c(C)c(CN3CCCCCC3)c(=O)c2c1 do in these assays?
MPTP block: 0.6; MIN6 prolif: 0; A3G deaminase: -5; NR3A LBD binder: 4; hIAP inh: 6; mIAP activ: 1.1; mIAP inh: -11; A3A deaminase: -9; hIAP activ: 0.94

Results for CCCc1[nH]nc2c1C(c1ccc(OC)c(Cn3nnc4ccccc43)c1)C(C#N)=C(N)O2 (stereo not given) ?
MPTP block: 1.2; MIN6 prolif: -1; A3G deaminase: -7; NR3A LBD binder: -14; hIAP inh: 14; mIAP activ: 0.97; mIAP inh: 3; A3A deaminase: -2; hIAP activ: 0.86

Results for O=C(/C=C/c1cccs1)NC(=S)NNC(=O)c1ccccc1O ?
MPTP block: 9.6; MIN6 prolif: -5; A3G deaminase: -4; NR3A LBD binder: 8; hIAP inh: -137; mIAP activ: 0.69; mIAP inh: 30; A3A deaminase: -2; hIAP activ: 2.4*

Results for CCCN(Cc1nc(-c2ccc(Cl)cc2)no1)CC1CCCO1 (stereo not given) ?
MPTP block: 7.3; MIN6 prolif: -2; A3G deaminase: -9; NR3A LBD binder: 1; hIAP inh: 19; mIAP activ: 0.91; mIAP inh: 9; A3A deaminase: -1; hIAP activ: 0.81

Results for C[C@H](NC(=O)COc1ccc(Cl)cc1)C(=O)N1CCC2(CC1)NCCc1[nH]cnc12 ?
MPTP block: -2.9; MIN6 prolif: 4; A3G deaminase: -8; NR3A LBD binder: 1; hIAP inh: -7; mIAP activ: 0.98; mIAP inh: 2; A3A deaminase: -5; hIAP activ: 1.1

Results for Cc1ccc2nc(Cl)c(/C=N/n3c(C)nnc3C)cc2c1 ?
MPTP block: 1.3; MIN6 prolif: 0; A3G deaminase: 0; NR3A LBD binder: 0; hIAP inh: -5; mIAP activ: 1.1; mIAP inh: -10; A3A deaminase: -6; hIAP activ: 1

What do the screens show for `CC(C)Cn1c(SCC(=O)Nc2cccnc2Cl)nnc1-c1ccco1`?
MPTP block: 0.4; MIN6 prolif: 2; A3G deaminase: -2; NR3A LBD binder: 1; hIAP inh: 1; mIAP activ: 1; mIAP inh: 0; A3A deaminase: 0; hIAP activ: 0.99

What do the screens show for `O=C(CCl)N1c2ccccc2SCC1c1ccccc1` (stereo not given)?
MPTP block: 1.2; MIN6 prolif: -4; A3G deaminase: 0; NR3A LBD binder: 0; hIAP inh: 13; mIAP activ: 0.95; mIAP inh: 5; A3A deaminase: 0; hIAP activ: 0.87

Results for Cn1c(/C=N/O)nc2ccccc21 ?
MPTP block: -0.9; MIN6 prolif: 5; A3G deaminase: -7; NR3A LBD binder: 0; hIAP inh: -12; mIAP activ: 1.1; mIAP inh: -10; A3A deaminase: -3; hIAP activ: 1.1

Results for O=C(O)C1CCCCN1S(=O)(=O)c1cccc2nsnc12 (stereo not given) ?
MPTP block: -1.0; MIN6 prolif: -1; A3G deaminase: -7; NR3A LBD binder: -8; hIAP inh: -13; mIAP activ: 1.1; mIAP inh: -5; A3A deaminase: -7; hIAP activ: 1.1

How did NS(=O)(=O)c1ccc(CCNC(=O)c2cc(-c3cc(Cl)ccc3O)n[nH]2)cc1 do in these assays?
MPTP block: 7.0; MIN6 prolif: -3; A3G deaminase: 0; NR3A LBD binder: 25*; hIAP inh: -93; mIAP activ: 0.75; mIAP inh: 25; A3A deaminase: 2; hIAP activ: 1.9

What do the screens show for `COc1cccc(/C=N/n2c(-c3cc(C)[nH]n3)n[nH]c2=S)c1O`?
MPTP block: -3.0; MIN6 prolif: -2; A3G deaminase: 53*; NR3A LBD binder: -1; hIAP inh: -82; mIAP activ: 0.75; mIAP inh: 25; A3A deaminase: -4; hIAP activ: 1.8

Results for CCOC(=O)c1ccccc1NC(=O)COC(=O)CCNS(=O)(=O)c1ccccc1 ?
MPTP block: 1.0; MIN6 prolif: 3; A3G deaminase: -8; NR3A LBD binder: 4; hIAP inh: -16; mIAP activ: 0.9; mIAP inh: 10; A3A deaminase: -3; hIAP activ: 1.2

How did Cc1ccc(S(=O)(=O)N(C)C[C@@H]2Oc3ccc(NC(=O)Nc4cccc5ccccc45)cc3C(=O)N([C@H](C)CO)C[C@H]2C)cc1 do in these assays?
MPTP block: 0.9; MIN6 prolif: -3; A3G deaminase: -6; NR3A LBD binder: 5; hIAP inh: -9; mIAP activ: 3.3*; mIAP inh: -225; A3A deaminase: 0; hIAP activ: 1.1

Results for COc1cccc(-n2c(SCC(=O)N3CCOCC3)nc3c([nH]c4ccccc43)c2=O)c1 ?
MPTP block: 1.5; MIN6 prolif: -2; A3G deaminase: -4; NR3A LBD binder: -4; hIAP inh: 16; mIAP activ: 1.1; mIAP inh: -6; A3A deaminase: 0; hIAP activ: 0.84

By substructure, the compounds so far containing an aryl methoxy group (three)
Results for CCCc1[nH]nc2c1C(c1ccc(OC)c(Cn3nnc4ccccc43)c1)C(C#N)=C(N)O2 (stereo not given) ?
MPTP block: 1.2; MIN6 prolif: -1; A3G deaminase: -7; NR3A LBD binder: -14; hIAP inh: 14; mIAP activ: 0.97; mIAP inh: 3; A3A deaminase: -2; hIAP activ: 0.86

What do the screens show for `COc1cccc(/C=N/n2c(-c3cc(C)[nH]n3)n[nH]c2=S)c1O`?
MPTP block: -3.0; MIN6 prolif: -2; A3G deaminase: 53*; NR3A LBD binder: -1; hIAP inh: -82; mIAP activ: 0.75; mIAP inh: 25; A3A deaminase: -4; hIAP activ: 1.8

Results for COc1cccc(-n2c(SCC(=O)N3CCOCC3)nc3c([nH]c4ccccc43)c2=O)c1 ?
MPTP block: 1.5; MIN6 prolif: -2; A3G deaminase: -4; NR3A LBD binder: -4; hIAP inh: 16; mIAP activ: 1.1; mIAP inh: -6; A3A deaminase: 0; hIAP activ: 0.84

Following part:
Results for COC(=O)C(Cc1ccc(O)cc1)NC(=O)CCOc1ccc(OC)cc1 (stereo not given) ?
MPTP block: 0.0; MIN6 prolif: -2; A3G deaminase: -10; NR3A LBD binder: 1; hIAP inh: 14; mIAP activ: 0.96; mIAP inh: 4; A3A deaminase: -6; hIAP activ: 0.85

What do the screens show for `COc1ccc(C(=O)CCC(=O)NCCc2c[nH]c3ccccc23)cc1OC`?
MPTP block: -2.1; MIN6 prolif: -5; A3G deaminase: -9; NR3A LBD binder: 0; hIAP inh: -2; mIAP activ: 0.97; mIAP inh: 3; A3A deaminase: -4; hIAP activ: 1

How did N#C/C(=C\C=C\c1ccccc1)C(=O)N1CCCC1 do in these assays?
MPTP block: -0.5; MIN6 prolif: 0; A3G deaminase: -2; NR3A LBD binder: -1; hIAP inh: -6; mIAP activ: 1; mIAP inh: -1; A3A deaminase: -1; hIAP activ: 1.1

What do the screens show for `CN(Cc1cccc(Cl)c1)C(=O)C1CSC2(C)CCC(=O)N12` (stereo not given)?
MPTP block: -2.9; MIN6 prolif: 0; A3G deaminase: -8; NR3A LBD binder: 9; hIAP inh: -7; mIAP activ: 0.83; mIAP inh: 17; A3A deaminase: -2; hIAP activ: 1.1

Results for CCOc1cc2[nH]c(=S)n(CCCN(CC)CC)c(=O)c2cc1OCC ?
MPTP block: -0.5; MIN6 prolif: -2; A3G deaminase: -7; NR3A LBD binder: 1; hIAP inh: 19; mIAP activ: 0.95; mIAP inh: 5; A3A deaminase: -2; hIAP activ: 0.81

How did O=C(Nc1ccccc1NC(=O)c1ccco1)c1ccco1 do in these assays?
MPTP block: -1.4; MIN6 prolif: 1; A3G deaminase: 3; NR3A LBD binder: 2; hIAP inh: -27; mIAP activ: 0.97; mIAP inh: 3; A3A deaminase: 0; hIAP activ: 1.3

Results for CCOC(=O)c1c(S(=O)(=O)NCc2ccc(OC)cc2)c(C)n(C)c1C ?
MPTP block: -0.2; MIN6 prolif: 1; A3G deaminase: -6; NR3A LBD binder: 0; hIAP inh: -33; mIAP activ: 0.97; mIAP inh: 3; A3A deaminase: -4; hIAP activ: 1.3

How did O=C(NCc1cccs1)C1CCCN1C(=O)NC1CCCCC1 (stereo not given) do in these assays?
MPTP block: -0.6; MIN6 prolif: 2; A3G deaminase: -5; NR3A LBD binder: 0; hIAP inh: 3; mIAP activ: 0.96; mIAP inh: 4; A3A deaminase: -1; hIAP activ: 0.97

How did COc1ccc(N2CCN(C(=O)COC(=O)CCc3ccccc3OC)CC2)cc1 do in these assays?
MPTP block: -1.7; MIN6 prolif: 2; A3G deaminase: -7; NR3A LBD binder: 2; hIAP inh: 4; mIAP activ: 1; mIAP inh: -4; A3A deaminase: -2; hIAP activ: 0.96

Results for O=c1[nH]cc(C(F)(F)F)cc1NS(=O)(=O)c1ccccc1[N+](=O)[O-] ?
MPTP block: -2.2; MIN6 prolif: -3; A3G deaminase: -2; NR3A LBD binder: -1; hIAP inh: -5; mIAP activ: 0.91; mIAP inh: 9; A3A deaminase: -1; hIAP activ: 1

How did COCc1cc(=O)n2[nH]c(-c3ccccc3)cc2n1 do in these assays?
MPTP block: -3.6; MIN6 prolif: 1; A3G deaminase: -5; NR3A LBD binder: 0; hIAP inh: 5; mIAP activ: 1; mIAP inh: 0; A3A deaminase: -5; hIAP activ: 0.95

What do the screens show for `COc1ccc(N2CCN(C(=O)CN3C(=O)NC(c4ccc(OC)cc4)(c4ccc(OC)cc4)C3=O)CC2)cc1`?
MPTP block: 1.2; MIN6 prolif: -4; A3G deaminase: -6; NR3A LBD binder: -1; hIAP inh: -8; mIAP activ: 1; mIAP inh: -2; A3A deaminase: -3; hIAP activ: 1.1

Results for COc1ccc2c(c1)OC[C@H]1[C@H]2N2C(=O)c3ccc(C)cc3NC(=O)[C@@]2(C)[C@H]1c1ccccc1 ?
MPTP block: -1.8; MIN6 prolif: -5; A3G deaminase: -3; NR3A LBD binder: -5; hIAP inh: -9; mIAP activ: 1.2; mIAP inh: -18; A3A deaminase: 2; hIAP activ: 1.1

How did CC(C)c1cc(CN2CCOCC2)cc(C(C)C)c1O do in these assays?
MPTP block: -1.0; MIN6 prolif: -1; A3G deaminase: -5; NR3A LBD binder: -1; hIAP inh: -6; mIAP activ: 1.1; mIAP inh: -9; A3A deaminase: -1; hIAP activ: 1.1

How did COc1cc(Cl)c(C)cc1NC(=O)CNC(C)c1ccccc1OC (stereo not given) do in these assays?
MPTP block: 0.1; MIN6 prolif: -4; A3G deaminase: -3; NR3A LBD binder: 0; hIAP inh: -2; mIAP activ: 1; mIAP inh: -1; A3A deaminase: -2; hIAP activ: 1

How did CCCOC(=O)c1sc2nc3c(cc2c1N)C(=O)CCC3 do in these assays?
MPTP block: -1.9; MIN6 prolif: -3; A3G deaminase: -7; NR3A LBD binder: -1; hIAP inh: -14; mIAP activ: 1; mIAP inh: -4; A3A deaminase: -4; hIAP activ: 1.1

Results for CCCN(c1ccccc1F)S(=O)(=O)c1cc(-c2cc(C)no2)ccc1OC ?
MPTP block: -0.8; MIN6 prolif: -6; A3G deaminase: -3; NR3A LBD binder: -6; hIAP inh: -18; mIAP activ: 0.94; mIAP inh: 6; A3A deaminase: 0; hIAP activ: 1.2

How did COc1cccc(N2CCN(C(=O)c3cccn4c(=O)c5c(C)c(C)sc5nc34)CC2)c1 do in these assays?
MPTP block: 2.2; MIN6 prolif: -1; A3G deaminase: -1; NR3A LBD binder: -1; hIAP inh: 4; mIAP activ: 0.94; mIAP inh: 6; A3A deaminase: 3; hIAP activ: 0.96
